# Wnt bcat act – Wnt/beta-catenin pathway activators, primary screen, cell-based, plate reader, single point; AID 743398, 2014; actives 1.2% (n = 300,000); activation, % at 9.35 µM; Wnt/beta-catenin reporter cell assay, activator; in the data active = activation above about 30%, passing the limit was not always enough; inconclusive = no clear call, values can overlap the other calls;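 also: 0% = neutral control wells and 100% = positive control wells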
# Active calls of the source: *; ? = inconclusive.
SMILES,Wnt bcat act
Cc1ccc(Oc2ccc(OCC(=O)Nc3ccncc3)cc2)cc1,-10.6
COc1ccc([C@H]2C[C@H](n3cc(-c4ccc(F)cc4)nn3)[C@@H](O)CN2Cc2cccs2)cc1,-1.4
CCCNC(=O)c1cc(C2CCCCN2S(=O)(=O)c2ccc(OC)cc2)on1 (centres undefined),-1.9
C[C@@H](NS(=O)(=O)c1c(F)cccc1F)c1ccccc1,-2.3
COc1ccc(F)cc1-c1cc(C(=O)NCc2ccc(C(F)(F)F)cc2)[nH]n1,0.3
CC(C)NC(=O)N(C)C[C@H]1OCc2cnnn2CCCC(=O)N([C@H](C)CO)C[C@H]1C,-1.9
CCCCN1C(=O)C(CC(=O)NCc2cccc3ccccc23)CC(C(=O)N2CCOCC2)=C1C (centres undefined),-1.4
CN1CCN(C(=O)c2cccc(-c3ccc4nccn4c3)c2)CC1,1.9
O=C(NCCN1CCC(n2c(=O)[nH]c3ccccc32)CC1)c1ccc2ccccc2c1,-3.0
Cc1ccc([C@H]2C[C@@H](O)[C@H](n3cc(COC(=O)c4ccccc4)nn3)CN2C(=O)c2cccs2)cc1,0.2
C[C@H](NC(=O)[C@@H]1CCCN1C(=O)[C@@H]1CCCN1C(=O)c1cccc(Cl)c1)c1ccccc1,-2.7
COc1ccc(-c2ccc3c(n2)CCCN3S(=O)(=O)c2ccccc2)cc1,-3.1
Cc1ccc(C(C)C)c(OCCOCCN2CCNCC2)c1,-1.6
CCOC(=O)CCCCCC(=O)Nc1ccc2c(c1)C(=O)N([C@@H](C)CO)C[C@@H](C)[C@H](CN(C)S(=O)(=O)c1cccs1)OCCCC[C@H](C)O2,-0.4
O=C(Nc1ccccc1F)c1csc([C@@H]2C[C@H](O)[C@@H](CO)O2)n1,-2.9
O=C(CSc1nnc(N2CCCC2)n1-c1cccc(Cl)c1)N1CCN(c2ccccn2)CC1,-1.5
COc1ccc(CN2C[C@@]3(O)CC[C@@H](O)[C@@H](OC)[C@@H]3[C@@](C)(O)[C@@H]2CC=C(C)C)cc1,-7.5
Cc1cccc(/C=C/C(=O)c2ccc(N3CCOCC3)cc2)c1,-3.1
COc1ccc(C(CNC(=O)CSc2ccccc2)N2CCOCC2)cc1 (centres undefined),-1.1
Cc1ccc(S(=O)(=O)N2C[C@@H](C)[C@]3(C2)[C@H](O)[C@H](OC(=O)NC2CCCC2)C[C@H]2C(=O)N(c4ccccc4)C(=O)[C@H]23)cc1,-2.0
O=C(NCCCN1CCOCC1)c1c(-c2ccccc2)oc2c1C(OCCCCCO)CCC2 (centres undefined),-2.4
Cc1ccc(OCC(=O)Nc2ccc3c(c2)nc(CCN2CCCC2)n3C)cc1,-3.0
CCN(Cc1ccncc1)C(=S)Nc1ccccc1C,-1.5
CSc1ccc(Cn2c(C)c(C(=O)NCc3ccc(Cl)c(Cl)c3)sc2=O)cc1,-5.3

# Entries from the list above that contain a Cl atom (three):
SMILES,Wnt bcat act
C[C@H](NC(=O)[C@@H]1CCCN1C(=O)[C@@H]1CCCN1C(=O)c1cccc(Cl)c1)c1ccccc1,-2.7
O=C(CSc1nnc(N2CCCC2)n1-c1cccc(Cl)c1)N1CCN(c2ccccn2)CC1,-1.5
CSc1ccc(Cn2c(C)c(C(=O)NCc3ccc(Cl)c(Cl)c3)sc2=O)cc1,-5.3

# (listing goes on)
SMILES,Wnt bcat act
Cc1cccc(C)c1NC(=O)CNC(=O)CNC(=O)c1ccc2ccccc2c1,-5.1
COCC1CN(CCc2ccc(F)cc2)S(=O)(=O)c2c(OCCN3C(=O)[C@@H]4[C@H](C3=O)[C@@H]3C=C[C@H]4C3)cccc2O1 (some centres undefined),-4.8
CC1(C(=O)Nc2ccc3c(c2)OCCO3)CCN1C(=O)c1ccco1 (centres undefined),0.3
C[C@@H]1CN([C@H](C)CO)C(=O)CCCn2nncc2CO[C@H]1CN(C)S(=O)(=O)c1cccc(F)c1,-1.3
Cc1ccc(N2CCN(C(C(=O)Nc3c(C)cccc3C)c3cc4ccccc4o3)CC2)cc1 (centres undefined),-3.9
O=C(Nc1ccc2c(c1)OCCO2)C1c2ccccc2OCC(=O)N1CC(F)(F)F (centres undefined),-1.6
Cc1ccccc1NC(=O)Nc1nnc([C@@H]2C[C@H](O)[C@@H](CO)O2)s1,-0.6
CCCOc1cccn2c(N(C=O)Cc3ccc(OC)cc3)c(CC)nc12,-1.2
COc1ccccc1C(=O)N1CCN(C(=O)[C@@H](Cc2ccccc2)NC(=O)[C@H]2O[C@@H](n3cnc(C(N)=O)n3)[C@H](O)[C@@H]2O)CC1,0.3
CCc1nc2ccc(C(=O)NCCC(C)C)cn2c1N(CC)CCN(C)C,-2.5
C[C@H]1CN([C@@H](C)CO)C(=O)CCCn2nncc2CO[C@H]1CN(C)C(=O)C1CCCCC1,-0.9
C=CCN1CC(COCCCC)Oc2ccc(Cl)cc2S1(=O)=O (centres undefined),-2.7
Cc1ccc(N(C)c2nc(N)nc(N)c2N=O)cc1,-2.4
Cc1cc(F)ccc1-c1cc(C(=O)NCC2CCCCC2)[nH]n1,-0.3
N#Cc1ccc(OCCCN2CCC(C(O)(c3ccccc3)c3ccccc3)CC2)c(F)c1,-2.9
COc1ccc2oc3cc(NCCN(C)C)ccc3c(=O)c2c1,14.5
CNc1cnc(-c2ccc(O)c(OC)c2)cn1,1.5
CCCOc1ccc(F)cc1-c1cc(C(=O)Nc2cc(OC)c(OC)c(OC)c2)[nH]n1,-2.0
Cc1cc(N2CCN(C(=O)OC(C)(C)C)C[C@@H]2C)ccc1N1CCN(Cc2ccccc2)[C@@H](C)C1,-6.6
CC(C)(C)NC(=S)N1CCC2CC1c1cc(-c3ccc4c(c3)OCO4)ccc12 (centres undefined),-2.3
O=C(Nc1ccc(Cl)cc1)C1Cc2c(-c3ccc(Cl)cc3)ccnc2O1 (centres undefined),-5.3
CC(=NNC(N)=S)c1ccc2cc3c(cc2c1)OCO3,-9.0
CC(O)(c1cccc(F)c1)c1nc(-c2cc(F)cc(F)c2)cs1 (centres undefined),-2.9
CCc1ccccc1NC(=O)C1CCN(S(C)(=O)=O)CC1,1.0
CCOc1cccc(CN2CCC(Oc3ccc(C(=O)N4CCCC4)cc3)CC2)c1O,-2.9
COc1ccc(Br)c(Cn2c(C)c(C(=O)NCc3ccc(F)cc3)sc2=O)c1,-5.6
CCOC(=O)[C@]12CCCC=C1N(CCC1=CCCCC1)C(=O)[C@H](CC(=O)N1CCN(C(=O)c3ccco3)CC1)C2,-1.9
CCOC(=O)[C@]12CCC=C1N(Cc1ccc(Cl)cc1Cl)C(=O)[C@H](CC(=O)NCC13CC4CC(CC(C4)C1)C3)C2,-1.7
Cc1ccc(Cc2c(-c3ccccc3)nc3c4ccccc4ccn23)cc1,0.8
CCc1ccc(C(C#N)=CC=Cc2ccccc2)cc1,-3.7
COc1ccccc1CN(C)C(=O)c1cc(S(=O)(=O)N2CCCCCC2)ccc1OC,-0.9
CC(=O)N(O)c1ccc(C=Cc2ccccc2)cc1,1.1
CCOC(=O)[C@]12CCCC=C1N(CCC1=CCCCC1)C(=O)[C@H](CC(=O)NCc1cccc(C(F)(F)F)c1)C2,-6.8
COC(=O)C1=C(C)N(Cc2cccc(C(F)(F)F)c2)C(=NCc2ccc(OC)cc2)NC1c1ccccc1 (centres undefined),-24.5
COC(=O)C1=C(C)N(C)C(=NCC2CC2)NC1c1ccccc1 (centres undefined),0.8
CC1(C(=O)O)CCCN1C(=O)c1cccc2ccccc12 (centres undefined),0.3

# 4 compounds out of the list above, sorted by their value in Wnt bcat act, highest first:
SMILES,Wnt bcat act
COc1ccccc1CN(C)C(=O)c1cc(S(=O)(=O)N2CCCCCC2)ccc1OC,-0.9
CCOC(=O)[C@]12CCCC=C1N(CCC1=CCCCC1)C(=O)[C@H](CC(=O)N1CCN(C(=O)c3ccco3)CC1)C2,-1.9
CCOc1cccc(CN2CCC(Oc3ccc(C(=O)N4CCCC4)cc3)CC2)c1O,-2.9
CCc1ccc(C(C#N)=CC=Cc2ccccc2)cc1,-3.7

# (further entries)
SMILES,Wnt bcat act
COc1ccc(-n2c(CSc3ccc(Cl)cc3)n[nH]c2=S)cc1,-0.2
Cc1nc(N/N=C/c2cccc([N+](=O)[O-])c2)cc(N2CCCCC2)n1,10.1
COc1ccc(Nc2nc(NC(C)C)nc3ccsc23)cc1OC,-3.7
O=C(c1ccc2c(c1)OCO2)N1CCC2(CC1)Oc1ccc(Cl)cc1C(=O)C21CC(c2ccc(Cl)cc2)=NO1 (centres undefined),-2.1
Cc1ccc(-c2c[n+](CC(=O)Nc3c(C)cccc3C)c3n2CCC3)cc1,?
Fc1ccc(-c2nc3ccc(Br)cn3c2Cc2ccccc2C(F)(F)F)cc1,13.5
Cc1ccc(S(=O)(=O)N2CCC(=O)N([C@H](COCc3ccc(Cl)c(Cl)c3)Cc3ccccc3)CC2)cc1,-2.7
CC1=C(C(=O)N2CCCCCC2)CC(CC(=O)NCC2CCCCC2)C(=O)N1Cc1ccc(F)cc1 (centres undefined),-1.4
O=P(c1ccccc1)(c1ccccc1)c1ccccc1C(Br)Br,-1.4
Cc1ccc([C@@H]2C[C@H]3[C@@H](CN2S(=O)(=O)c2ccc(C)cc2)C(=O)C[C@@H](c2ccccc2F)N3S(=O)(=O)c2ccc(C)cc2)cc1,-2.5
Cc1onc(-c2ccccc2Cl)c1C(=O)O/N=C(\N)c1cccc([N+](=O)[O-])c1,1.0
COc1ccc2nc3n(c(=O)c2c1)-c1cc2ccccc2cc1C(=O)NC3Cc1ccc(O)cc1 (centres undefined),-7.4
CCCCCCC12C(=Cc3cc4c(cc31)OCCO4)c1cc(OC)c(OC)cc1C(CC(=O)O)N2C(=O)OC (centres undefined),-2.6
CN(C)CCCNc1nc2cc(-c3cccc(C(F)(F)F)c3)sc2c(=O)n1C,0.0
COCC(=O)Nc1ccc2c(c1)[C@@H]1C[C@H](CC(=O)NCc3ccccc3)O[C@@H](CO)[C@@H]1O2,-1.8
CO[C@@H]1CN(C)C(=O)c2cc(NC(=O)NC3CCCCC3)ccc2OC[C@@H](C)N(CC2CCOCC2)C[C@@H]1C,-2.3
Cc1cccc(CN2CCN(C3CN(Cc4cn(Cc5ccc(C(F)(F)F)cc5)nn4)S(=O)(=O)C3)CC2)c1 (centres undefined),-3.7
Cc1cccc(C)c1NC(=O)CN(c1c(C)cccc1C)S(C)(=O)=O,-3.9
CCOC(=O)C1=CCN(S(=O)(=O)c2ccccc2Br)C1c1ccc(F)cc1 (centres undefined),0.4
CC(C)(C)OC(=O)N1C[C@@]23C[C@H](c4cccc(F)c4)[C@@H](C[C@@H]2S1(=O)=O)O3,-0.5
CNc1cncc(-c2ccc(O)cc2)n1,17.9
C[C@H](O)[C@@H]1C(=O)N2CCc3c([nH]c4c(-c5ccccc5)cccc34)[C@@H]2C[C@@H]1N(C)CC1CCCCC1,-4.7
CNC(=O)c1ccsc1NC(=O)CS(=O)(=O)c1ccc(F)cc1,0.7
O=C(CN1CCN(c2cccc(C(F)(F)F)c2)CC1)Nc1ccc2c(c1)OCCCO2,-2.1

# In the list so far, 2 have a cyano group.
SMILES,Wnt bcat act
N#Cc1ccc(OCCCN2CCC(C(O)(c3ccccc3)c3ccccc3)CC2)c(F)c1,-2.9
CCc1ccc(C(C#N)=CC=Cc2ccccc2)cc1,-3.7

# (more compounds)
SMILES,Wnt bcat act
O=C(CC1(O)C(=O)Nc2ccc(Br)cc21)c1ccccc1 (centres undefined),-0.8
CCOC(=O)C1=C(C#N)C(C(=O)OCC)c2ncccc21 (centres undefined),-0.2
NC(=O)Cn1nc2sc3ccccc3n2c(=O)c1=O,0.2
CCN1C(=O)[C@@H]2[C@@H]3CN(S(=O)(=O)c4ccccc4C)[C@@H](c4ccc(Cl)cc4)[C@@H]3C(=O)C[C@@H]2C1=O,-1.8
OC(c1cc(Cl)cc(Cl)c1)c1ncc(-c2ccccc2F)[nH]1 (centres undefined),-0.7
CCC(C(=O)NCc1ccccc1)n1c(C2CCN(C(C)=O)CC2)nc2ccccc21 (centres undefined),10.2
CC(C)(C)CCN1CCC(CN2CCNC2=S)CC1,-0.7
COc1cc(NC(=O)[C@@H](Cc2ccccc2)NC(=O)[C@H]2O[C@@H](n3ccc(N)nc3=O)[C@H](O)[C@@H]2O)cc(OC)c1OC,0.5
O=C(NCc1ccc(F)cc1)c1cc(C2CCCCN2S(=O)(=O)c2ccc(F)cc2F)on1 (centres undefined),-1.0
O=C(c1ccc(F)cc1)N1CCC(C(=O)N2CCCc3ccccc32)CC1,-1.6
Cc1noc(C)c1S(=O)(=O)Nc1ccc2c(c1)C(=O)N([C@H](C)CO)C[C@H](C)[C@H](CN(C)S(=O)(=O)c1ccc(Cl)cc1)OCCCC[C@@H](C)O2,-2.2
OCCN1c2ccccc2CCc2ccccc21,-1.4
OC(c1ccc(Cl)cc1)c1ncc(-c2ccccc2Cl)[nH]1 (centres undefined),-0.1
CCCN(C)C1CN(Cc2cn(CCCOC)nn2)S(=O)(=O)C1 (centres undefined),0.1
COC(=O)c1ccc(C23CC4(C2)[C@H](CN(CC2CCCCC2)[C@@H]4c2ccccc2)C3c2ccc(C(F)(F)F)cc2)cc1 (some centres undefined),-5.5
C#CCN1CC(COc2ccccc2)OCCS1(=O)=O (centres undefined),-2.4
CC(=O)C1=CCC(c2ccccc2)N(Cc2ccccc2)C1 (centres undefined),3.1
CCN(CC)C(=O)C1=C(C)N(Cc2ccc(F)cc2)C(=O)C(CC(=O)NCCCN(C)C)C1 (centres undefined),-1.6
COc1cccc(NC(=O)C2(C)CCN2C(=O)CC2CC2)c1 (centres undefined),-1.2
COc1cccc(Nc2nc(C(N)COCc3ccccc3)cs2)n1 (centres undefined),-2.8
NC(Cc1ccc(Cl)cc1)c1csc(Nc2ccc(C(F)(F)F)cn2)n1 (centres undefined),-3.2
O=C(NCCN1CCOCC1)c1cc(-c2ccccc2)nc2ccccc12,-4.0
COc1ccccc1N1C(=O)C2C(C(=O)c3ccccc3)=NN(c3ccc(C)cc3)C2C1=O (centres undefined),0.3
COc1ccc(-c2cc(C(F)(F)F)nc(S(=O)(=O)CCCC(=O)Nc3cccc(O)c3)n2)cc1OC,-8.6
CCCCOCCOC(=O)C1OC1(C)c1ccccc1 (centres undefined),-5.1
CC(C)COC(=O)N(C)C[C@H]1OCc2cnnn2CCCC(=O)N([C@@H](C)CO)C[C@H]1C,-2.5
CCCCCCCCN1C(=O)[C@H](CC(=O)NCc2cccc(C(F)(F)F)c2)C[C@@]2(C(=O)OC)CC(C)(C)CC=C12,-8.1

# Some of the compounds tested (hit frequency here may not be typical).
